INS promoter inh: inhibitors of insulin promoter-driven GFP, primary screen, imaging, TRM-6 cells (human fetal islet line), eGFP reporter, cell count; reporter expression induced with tamoxifen; inhibition, % at 2 µM; hit rate 0.9% among 130,000; AID 1273, 2008;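 active = inhibition above the mean plus 3 SD, with well images judged a real hit on visual review, cut at about 60% in these data, passing the limit was not always enough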
sdo1 growth: growth rescue of sdo1-depleted yeast, primary screen, S. cerevisiae, bone marrow failure model | S. cerevisiae sdo1-depleted JHY4D growth rescue, OD600 30 h; stronger effect = higher value; pdr5 snq2 efflux-pump mutant strain | hit rate 0.21% among 140,000 | z-score at 10 µM | AID 817, 2007;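 active = z-score above 3 at both the 24 hr and the 30 hr optical density reads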;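 also: z-score against mean and SD of all compound wells on the same plate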
sdo1 growth Rescue 24 h: further read-out of sdo1 growth, marked with its call; z-score; S. cerevisiae sdo1-depleted JHY4D growth rescue, OD600; measured here: growth rescue at 24 h;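 0 is the plate mean of compound wells and units are plate SD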
Starred values were filed as active, the others as inactive; x = no result given. Not all compounds are listed; the hit share may differ from the screen's.

INS promoter inh | sdo1 growth Rescue 24 h | sdo1 growth | SMILES
x | -0.83 | -1.1 | O=C(COc1cccc(NC(=O)c2cccc([N+](=O)[O-])c2)c1)c1ccc(F)cc1
-56 | x | x | O=C(N/N=C/C=C\c1ccccc1)c1cnccn1
x | -0.65 | -0.06 | CCCCCn1c(=N)n(CC(O)COc2ccccc2OC)c2ccccc21 (configuration not stated)
14 | -0.59 | -0.88 | COc1cc(C)c(S(=O)(=O)N2CCOCC2)cc1C(C)C
2 | -0.63 | 0.93 | O=C(O)CSc1ncnc2c1oc1ccccc12
x | 2.9 | 2.1 | CC(C)SCCCCOc1ccc2ccccc2c1
-12 | x | x | Cc1ccc2c(c1)nnn2C1CCN(C(=O)c2ccccc2F)CC1
24 | 1.7 | 1 | CC(NC(=O)c1nn(C)c(=O)c2ccccc12)c1ccccc1 (configuration not stated)
21 | 0.38 | 1.1 | CC(=O)c1c(C)[nH]c(C(=O)OC2CCCCC2=O)c1C (configuration not stated)
5 | x | x | Cc1cc(OC(=O)c2ccc(S(=O)(=O)N3CCCC3)cc2)c([N+](=O)[O-])c(=O)[nH]1
-7 | -1.1 | -1.9 | COc1ccccc1C/C(N)=N/OC(=O)c1cccc([N+](=O)[O-])c1C
-21 | 1.1 | -0.38 | COc1ccc(-c2nnc(SC(C)C(=O)Nc3cccc(Cl)c3)o2)cc1 (configuration not stated)
58 | -0.24 | 0.19 | COCCCNS(=O)(=O)c1ccccc1
36 | -0.84 | -1.6 | CC1(C)CC(=O)C2=C(C1)NC(Nc1nc3ccccc3o1)=NC21CCCCC1
12 | 0.24 | 0.77 | Cc1c(NC(=O)/C(C#N)=C/c2c(Oc3ccccc3)nc3ccccn3c2=O)c(=O)n(-c2ccccc2)n1C
0 | x | x | O=C(O)c1ccc(/C=N/Nc2ccc(C(F)(F)F)cn2)cc1
5 | -1.3 | -2.1 | OCCN1CCN(CCCN2c3ccccc3Sc3ccc(C(F)(F)F)cc32)CC1
67 | x | x | CC1=NN(c2ccccc2)C(=O)C1C(=O)c1ccc([N+](=O)[O-])cc1 (configuration not stated)
-50 | 0.64 | 0.8 | O=C(Cc1cc(=O)[nH]c(=O)[nH]1)NCc1ccc(Cl)cc1
-17 | 1.5 | 1.2 | Fc1cccc(-c2nn[nH]n2)c1
9 | 0 | 0.39 | NC(=O)C1CCN(CC(=O)Nc2ccccc2Sc2ccccc2)CC1
-13 | -0.3 | 0.39 | Cc1cnnc2ccc3c(no[n+]3[O-])c12
x | -0.98 | -0.12 | CN1CCN(CCCc2c3c(cc4c2CCC4)CCC3)CC1
19 | 1 | 0.83 | Cc1cc2oc(C(=O)NC3CCS(=O)(=O)C3)c(C)c2cc1C (configuration not stated)
17 | -0.33 | 0.52 | O=C(c1ccccc1)N1CCCC(C(=O)N2CCc3ccccc3C2)C1 (configuration not stated)
-5 | -0.27 | -0.09 | CCN(CC(=O)NC(c1ccccc1)c1ccccc1)Cc1nc2ccccc2c(=O)[nH]1
-119 | 0.17 | 1.2 | Cc1nn(Cc2ccccc2Cl)c(C)c1NC(=O)C1C2CCC(O2)C1C(=O)O (configuration not stated)
0 | 2.3 | 2.3 | COC(=O)[C@H]1Cc2cnoc2C[C@]1(C)C(=O)O
-9 | -0.1 | 0.54 | Cc1ccc(NC(=O)CN2C(=O)NC3(CCc4ccccc43)C2=O)cc1Cl (configuration not stated)
44 | 1.4 | 0.75 | O=C(NCc1ccc(F)cc1)c1cc(-c2ccco2)on1

Some of the entries above in a different format:
molecule	INS promoter inh	sdo1 growth Rescue 24 h	sdo1 growth
CC1=NN(c2ccccc2)C(=O)C1C(=O)c1ccc([N+](=O)[O-])cc1 (configuration not stated)	67	x	x
O=C(Cc1cc(=O)[nH]c(=O)[nH]1)NCc1ccc(Cl)cc1	-50	0.64	0.8
Fc1cccc(-c2nn[nH]n2)c1	-17	1.5	1.2
NC(=O)C1CCN(CC(=O)Nc2ccccc2Sc2ccccc2)CC1	9	0	0.39
Cc1cnnc2ccc3c(no[n+]3[O-])c12	-13	-0.3	0.39
CN1CCN(CCCc2c3c(cc4c2CCC4)CCC3)CC1	x	-0.98	-0.12
Cc1cc2oc(C(=O)NC3CCS(=O)(=O)C3)c(C)c2cc1C (configuration not stated)	19	1	0.83
O=C(c1ccccc1)N1CCCC(C(=O)N2CCc3ccccc3C2)C1 (configuration not stated)	17	-0.33	0.52
CCN(CC(=O)NC(c1ccccc1)c1ccccc1)Cc1nc2ccccc2c(=O)[nH]1	-5	-0.27	-0.09
Cc1nn(Cc2ccccc2Cl)c(C)c1NC(=O)C1C2CCC(O2)C1C(=O)O (configuration not stated)	-119	0.17	1.2
COC(=O)[C@H]1Cc2cnoc2C[C@]1(C)C(=O)O	0	2.3	2.3
Cc1ccc(NC(=O)CN2C(=O)NC3(CCc4ccccc43)C2=O)cc1Cl (configuration not stated)	-9	-0.1	0.54
O=C(NCc1ccc(F)cc1)c1cc(-c2ccco2)on1	44	1.4	0.75

Further compounds follow.
INS promoter inh | sdo1 growth Rescue 24 h | sdo1 growth | SMILES
-40 | 0.03 | 0.15 | O=C(c1cnccn1)N(Cc1ccco1)C1(C(=O)NC2CCCCC2)CCCCC1
x | -0.81 | -0.14 | CC(=O)OCC(OC(C)=O)C(OC(C)=O)C(OC(C)=O)C(=O)Nc1ccc(C)cc1C (configuration not stated)
x | 0.97 | 0.96 | O=C(NCc1nc2ccccc2[nH]1)c1cccs1
x | 0.27 | 1.6 | Cc1nnc2n1NC(c1ccc(Cl)cc1)C(C(=O)N1CCC(C)CC1)S2 (configuration not stated)
-8 | 0.31 | -1.1 | COC(=O)c1ccc(-c2csc(NC(=O)c3ccc(S(=O)(=O)N4CCc5ccccc5C4)cc3)n2)cc1
41 | -1.1 | -0.76 | O=C(/C=C/c1ccccc1)c1ccccc1
44 | x | x | CC(=O)c1c(C)[nH]c(C(=O)CN2C(=O)NC(C)(CCC(C)C)C2=O)c1C (configuration not stated)
x | -0.5 | 0.12 | Cc1cc(O)ccc1Nc1nc2ccccc2nc1Nc1ccc(O)cc1C
21 | 1.5 | 0.07 | CCCC(=O)NC(c1cccs1)c1cc([N+](=O)[O-])c2cccnc2c1O (configuration not stated)
x | -0.84 | 0.13 | Clc1ccc(CN2C3=NCCN3c3ccccc32)cc1
17 | -0.92 | -0.04 | COCC(O)CNc1ccccc1 (configuration not stated)
-18 | -0.42 | -0.07 | CCOC(=O)C(CSCc1ccccc1)NC(=O)OC(C)(C)C (configuration not stated)
-6 | -0.98 | -0.97 | O=S(=O)(N1CCCCC1)n1nnc2ccccc21
x | 0.57 | -0.34 | CCc1cc2cccc(C)c2nc1SCC(=O)N1CCN(C(=O)c2ccco2)CC1
26 | -0.2 | 0.13 | O=C1c2ccccc2C(=O)N1CCCCON1C(=O)c2ccccc2C1=O
43 | -1.4 | -1.3 | COc1cc(OC)c(NC(=O)c2ccc(Br)o2)cc1Cl
-7 | 0.28 | 0.55 | O=C1c2cccnc2C(=O)N1Cc1ccc(F)cc1
-20 | 0.2 | 0.27 | COc1cccc(C(C#N)N2N=C(C)CC2(C)C)c1O (configuration not stated)
x | -1.6 | -1.9 | Cn1c(=O)c2c(SCc3ccccn3)nc(CC(C)(C)C)nc2n(C)c1=O
-18 | 0.55 | 1.7 | COC(=O)c1ccc(/C=N/NC(=O)c2ccccc2Cl)cc1
36 | x | x | CCOC(=O)N1CCN(C(=O)COc2ccc(Cl)c(C)c2)CC1
43 | x | x | Cc1sc2ncnc(NCc3cccnc3)c2c1C
25 | -0.56 | 1.2 | Cc1ccccc1Cn1nc(C)c(NC(=O)C(F)(F)F)c1C
20 | x | x | Cc1nn(CC(=O)N2CCCc3ccccc32)c(C)c1[N+](=O)[O-]
x | -1.7 | -0.63 | COCCN(CC(=O)Nc1ccc(F)cc1)S(=O)(=O)c1ccc(S(=O)(=O)N2CCCC2)cc1
20 | -0.16 | 0.14 | COc1ccc2c(c1)O[C@@H](c1ccc3c(c1)OCO3)[C@H](OC(=O)Nc1cc(OC)c(OC)c(OC)c1)C2=O
x | 0.05 | 0.5 | COc1cccc2c(=O)n(CC(=O)N3CCCCC3)ccc12
-35 | 0.17 | -0.73 | COc1ccc(N=Nc2nc3ccc(Br)cc3n2C)cc1
33 | x | x | Cc1cc(NN)nc(NS(=O)(=O)c2ccccc2Cl)n1
7 | -0.53 | -1.6 | O=C(N/N=C/c1ccc2c(c1)OCO2)c1sc2cccc(Cl)c2c1Cl
x | 0.3 | 0.96 | O=C(CCc1nc2ccccc2s1)Nc1ccccc1
x | -0.04 | 0.11 | O=c1c(C/C=C/c2ccccc2)c(O)nc2n1CCCS2
x | 0.34 | -0.22 | CCOc1ccccc1C(=O)NC(C(=O)Nc1ccccc1N1CCOCC1)C(C)C (configuration not stated)
7 | 2 | 2 | CC(=O)Nc1ccc(S(=O)(=O)NCCSCc2ccccc2Cl)cc1
24 | 0.58 | -0.57 | COc1cc(/C=C2/CCC/C(=C\c3cc(O)c(OC)c(Cl)c3)C2=O)cc(Cl)c1O
-100 | 0.54 | 0.72 | COc1ccc(NC(=S)N(CCCN2CCOCC2)Cc2cn(C)c3ccccc23)cc1
x | -0.89 | -0.16 | CCOC(=O)C(C(=O)OCC)C1N=C(N)N=C2Oc3ccccc3N21 (configuration not stated)
-22 | x | x | O=C(NCCCN1CCOCC1)/C(=C/c1cccnc1)NC(=O)c1ccccc1
-42 | 1 | 0.13 | COc1ccc(CCC(=O)N2c3ccccc3CC2C)cc1 (configuration not stated)
32 | -0.79 | 0.51 | CC(=O)[C@@]1(O)CC[C@H]2[C@@H]3CCC4=CC(=O)CC[C@]4(C)[C@H]3[C@@H](O)C[C@@]21C
-14 | x | x | Cc1cc(C)c(S(=O)(=O)N(C)c2ccccc2)c(C)c1
x | 0.06 | -0.4 | c1coc(-c2nnc3sc(C4CCCCC4)nn23)c1
31 | x | x | Cc1ccc(C(=O)COC(=O)c2ccc(O)cc2)cc1
36 | -0.28 | -0.23 | O=C(CCC(=O)N1CCN(C2CCCC2)CC1)Nc1nnc(C(F)(F)F)s1
x | 0.85 | -0.15 | Cc1cc(C)c2c(c1)C1C=CCC1C(c1ccc(S(=O)(=O)N3CCOCC3)cc1)N2 (configuration not stated)
0 | 1.2 | 1.8 | O=C(c1cc([N+](=O)[O-])ccc1N1CCOCC1)N1CCCCC1
x | -1.7 | -1.1 | COc1ccc(N(CC(=O)Nc2ccc(C)cn2)S(=O)(=O)c2c(C)noc2C)cc1
14 | 0.23 | -0.12 | Cc1cc(SCC(=O)c2ccccc2)nc(SCC(=O)c2ccccc2)n1
x | 0.12 | 0.61 | COC(=O)[C@H](C)NC(=O)NC1CCCc2ccccc21 (some centres not stated)
0 | 0.73 | 0.81 | CC1CN(C(=O)c2ccccc2C(=O)c2ncc[nH]2)CC(C)O1 (configuration not stated)
x | -1.3 | -0.01 | Nc1nc2n(n1)C(c1ccco1)CC(c1ccc(Cl)cc1)N2 (configuration not stated)
33 | -0.42 | 1.1 | O=C(NC1CCCCC1)N1CCN(C2CCCCC2)CC1
-17 | 0.32 | 0.06 | COc1cccc(NC(=O)CCSc2ccc(C)cc2)c1
31 | -1.4 | -0.54 | O=C1c2ccccc2C(=O)N1OCc1ccccc1
x | -1.8 | -2.4 | c1cncc(-c2nc(N3CCCCCC3)c3ccccc3n2)c1
12 | -0.16 | -0.83 | COC(=O)c1sc(S(=O)(=O)Nc2ccc(Br)cc2)c(C(=O)OC)c1C
23 | 1.7 | 0.37 | CSc1nnc(-c2sc3cc(C(F)(F)F)cnc3c2-c2ccccc2)n1C
29 | 0.62 | -0.2 | O=C1CCCC2=C1C1(CCCCC1)N=C(Nc1nc3ccccc3s1)N2
x | -0.4 | -0.18 | CCCCN(CC)CCCNC(=O)c1cc2c(=O)n(C)c3ccccc3c2n1C
0 | -0.62 | -0.12 | C/C(=N/NC(=O)Cc1cccn1C)c1ccccc1

The listing continues.
INS promoter inh | sdo1 growth Rescue 24 h | sdo1 growth | SMILES
x | 1.8 | -0.01 | Cc1ccc(S(=O)(=O)N2CCN(C(=O)CCC(=O)OCC(=O)Nc3cccc(C#N)c3)CC2)cc1
31 | -0.43 | -0.25 | CC1(c2ccccc2)CC(C)(C)N2C(=O)/C(=C3\SC(=S)NC3=O)c3cccc1c32 (configuration not stated)
15 | 1.6 | 0.12 | CC1Cc2ccccc2N1C(=O)CN1CCc2ccccc2C1 (configuration not stated)
-100 | x | x | COc1ccccc1-n1c(-c2ccccc2)c[n+]2c1CCc1ccccc1-2
-24 | -1.7 | -1.8 | Clc1cccc(-c2cc3nc4c(c(N5CCNCC5)n3n2)CCCC4)c1
0 | -0.91 | -1.3 | COc1cc(C2c3sc(=O)[nH]c3SC3C4CCC(C4)C23)ccc1O (configuration not stated)
18 | -0.64 | -0.26 | Cc1ccc(S(=O)(=O)Nc2ccc(Cl)cc2)cc1NC(=O)Cn1cnc2c1c(=O)n(C)c(=O)n2C
27 | 1.3 | 2.1 | O=C(Nc1cccc(F)c1)c1ccccc1
x | -0.02 | -0.11 | CCn1c(=O)c(C(=O)CN2c3ccccc3CC2C)c(N)n(Cc2ccccc2)c1=O (configuration not stated)
-18 | x | x | Cn1cnc2cc(NC(=O)c3cccs3)ccc21
-12 | -1.3 | -1.1 | CCN1C(=O)CC(N2CCC(Nc3ccc(OC)cc3)CC2)C1=O (configuration not stated)
-40 | 1.5 | -0.25 | COc1cc(C(=O)Nc2nc3ccc4nc(C)sc4c3s2)cc(OC)c1OC
-85 | 0.67 | -0.54 | CCN(CC)CCn1c2ccc(F)cc2c2nc(C)sc21
6 | -1.1 | -1.4 | O=C(NCc1ccccc1)c1ccc(-c2ccc(F)cc2)o1

Screening data: PubChem, several laboratories
